Assay outcomes: PubChem, several laboratories
CAL PDZ FP: untagged CAL PDZ binding inhibitors, primary screen, biochemical, fluorescence polarization, HTS; Golgi-associated PDZ and coiled-coil motif-containing protein (Homo sapiens), Q9HD26; purified CAL PDZ, TMR-peptide fluorescence polarization, 1 h; inhibition, % at 24.9 µM; 0.92% of 300,000 active;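 active = mean inhibition of at least 30% with at least half of replicates also reaching 30%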;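 note: 0% = DMSO neutral control and 100% = excess unlabeled competitor peptide PRC23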
RTF Ca sens act: cardiac RTF calcium sensitivity activators, primary screen, biochemical, IANBD-TnC fluorescence, EC20 calcium; activation, % at 7.2 µM; AID 493008, 2010; IANBD-labeled TnC RTF fluorescence at EC20 calcium; 0% EC20 calcium, 100% full calcium; 0.24% of 340,000 active; Troponin I, cardiac muscle (Homo sapiens) + Troponin T, cardiac muscle (Homo sapiens) + …;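 active = activation above the mean over all tested compounds plus 3 SD, cut at about 30% in these data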;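 note: rise in fluorescence read as greater calcium sensitivity of cardiac thin filaments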
Keap1-Nrf2 PPI: Keap1-Nrf2 protein-protein interaction inhibitors, primary screen, biochemical, fluorescence polarization, single point | inhibition, % at 9.4 µM | 0.15% of 340,000 active | Keap1 Kelch-Nrf2 peptide fluorescence polarization, 1536-well | Kelch-like ECH-associated protein 1 (Homo sapiens), Q14145; in the data active = inhibition above about 12%;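 note: human Keap1 Kelch domain with fluorescein labeled Nrf2 9mer peptide probe; 0% = neutral control wells and 100% = peptide positive control; higher means more block of Keap1 binding to Nrf2 peptide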
Target sequence (Q14145 whole entry, looked up, the tested form may be a part): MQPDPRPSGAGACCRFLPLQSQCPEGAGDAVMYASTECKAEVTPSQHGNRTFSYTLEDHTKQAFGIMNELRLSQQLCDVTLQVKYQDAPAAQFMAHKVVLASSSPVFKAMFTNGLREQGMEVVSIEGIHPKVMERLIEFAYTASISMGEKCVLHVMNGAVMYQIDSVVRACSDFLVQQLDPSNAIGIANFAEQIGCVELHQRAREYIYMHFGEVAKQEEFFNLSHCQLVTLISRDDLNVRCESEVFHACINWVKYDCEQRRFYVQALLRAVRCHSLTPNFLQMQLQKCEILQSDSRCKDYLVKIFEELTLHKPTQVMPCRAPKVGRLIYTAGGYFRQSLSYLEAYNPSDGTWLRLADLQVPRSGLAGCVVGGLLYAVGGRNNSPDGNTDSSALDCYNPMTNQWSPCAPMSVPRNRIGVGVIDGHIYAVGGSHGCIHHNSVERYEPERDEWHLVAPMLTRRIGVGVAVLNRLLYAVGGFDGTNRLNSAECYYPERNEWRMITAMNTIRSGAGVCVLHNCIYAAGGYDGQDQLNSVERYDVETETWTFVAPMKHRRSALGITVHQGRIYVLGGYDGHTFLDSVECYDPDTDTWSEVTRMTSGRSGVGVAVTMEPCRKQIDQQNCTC
HTR5A inv ctr: HTR5A inverse agonists in luminescence cell assay, primary screen, counter-screen for OPRM1-OPRD1 heterodimer inverse agonist project, full-deck HTS | 5-hydroxytryptamine receptor 5A (Homo sapiens), P47898 | HTR5A cell line, inverse agonism | inhibition, % at 9.3 µM | 0.083% of 340,000 active | AID 504634, 2011; in the data active = inhibition mostly above about 23%, no sharp cut-off; inactive = mostly below about 18%;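 note: 0% = cells with DMSO and 100% = no-cell wells with DMSO; some compounds called inactive have numbers as strong as hits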
Target sequence (P47898 whole entry, looked up): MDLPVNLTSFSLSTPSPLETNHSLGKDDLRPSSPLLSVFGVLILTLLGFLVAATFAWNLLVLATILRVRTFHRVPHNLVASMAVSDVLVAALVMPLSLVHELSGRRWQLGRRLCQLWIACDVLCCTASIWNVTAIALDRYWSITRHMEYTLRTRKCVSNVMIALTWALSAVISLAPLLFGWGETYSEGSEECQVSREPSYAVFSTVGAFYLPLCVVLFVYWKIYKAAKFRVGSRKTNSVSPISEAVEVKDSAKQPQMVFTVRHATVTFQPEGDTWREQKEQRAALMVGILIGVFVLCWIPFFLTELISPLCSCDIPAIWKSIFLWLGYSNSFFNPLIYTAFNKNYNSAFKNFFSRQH
Cardiac RTF inh: cardiac RTF calcium sensitivity inhibitors, primary screen, biochemical, IANBD-TnC fluorescence, EC70 calcium. Troponin I, cardiac muscle (Homo sapiens) + Troponin T, cardiac muscle (Homo sapiens) + …. IANBD-labeled cardiac RTF, Ca2+ fluorescence. inhibition, % at 7.15 µM. 0.12% of 340,000 active. AID 493244, 2011;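 active = inhibition above the mean inhibition of all tested compounds plus 3 SD, cut at about 17% in these data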;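 note: assay run at fixed EC70 calcium of 1.6 mM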
OPRM1-OPRD1 inv: inverse agonists of MOR-DOR heterodimerization, primary screen, cell-based, luminescence; Mu-type opioid receptor (Homo sapiens) + Delta-type opioid receptor (Homo sapiens), …; inhibition, % at 9.3 µM; cell-based MOR-DOR heterodimer luminescence, inverse agonism; 0.21% of 340,000 active; in the data active = inhibition above about 22%, passing the limit was not always enough;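 note: 0% = cells with DMSO and 100% = wells without cells with DMSO; values of inactives mirror those of a sister screen read the other way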
MOR-DOR ag: agonists of OPRM1-OPRD1 heterodimerization, primary screen, cell-based, luminescence. activation, % at 9.3 µM. 0.3% of 340,000 active. cells. Mu-type opioid receptor (Homo sapiens) + Delta-type opioid receptor (Homo sapiens), …; in the data active = activation above about 18%;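 note: 0% = vehicle-treated cells and 100% = reference agonist; values of inactives mirror those of a sister screen read the other way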
HTR5A ag: HTR5A agonists in luminescence cell assay, primary screen, counter-screen for OPRM1-OPRD1 heterodimer agonist project, full-deck HTS | 5-hydroxytryptamine receptor 5A (Homo sapiens), P47898 | cell-based | activation, % at 9.3 µM | 0.61% of 340,000 active; in the data active = activation mostly above about 9.5%, no sharp cut-off; inactive = mostly below about 7.6%;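 note: 0% = cells with vehicle only and 100% = reference agonist; strong numbers were not always called active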
C-LANA FP: inhibitors of KSHV C-LANA binding to DNA, primary screen, biochemical, fluorescence polarization, FAM-LBS DNA, MBP-C-LANA, single point. Kaposi's sarcoma herpesvirus LANA C-terminal domain (residues 932-1162) DNA binding. inhibition, % at 9 µM. 0.078% of 340,000 active. AID 504423, 2011;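 active = highest replicate inhibition at or above 60% at 9 µM, even if other replicates fall short; inactive = all replicates below 60% inhibition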;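 note: 0% = neutral control wells and 100% = 4 µM acridine orange control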
V-ATPase pHluor: regulators of yeast V-ATPase proton pumping, primary screen, pHLuorin cytosolic pH fluorescence | S. cerevisiae | response, % at 10 µM | 0.37% of 350,000 active | AID 504577, 2011; in the data active = response mostly above about 7.3%, no sharp cut-off; inactive = mostly below about 5.4%; note: actives read high; inactives centre near 0; some compounds called inactive have numbers as strong as hits; reference of the scale not given here
* marks the source's active call; other numbers are inactive results; · = no result given.

SMILES	CAL PDZ FP	RTF Ca sens act	Keap1-Nrf2 PPI	HTR5A inv ctr	Cardiac RTF inh	OPRM1-OPRD1 inv	MOR-DOR ag	HTR5A ag	C-LANA FP	V-ATPase pHluor
O=C(c1cccnc1)N1CCN(S(=O)(=O)c2ccc(S(=O)(=O)N3CCCC3)cc2)CC1	-3	5	-5	-19	-3	4	-0.8	7	1.3	3
O=C(N/N=C/c1ccc(N2CCOCC2)cc1)c1ccc(O)cc1	-3	2	-6	2	-15	11	-2.1	-4	-0.5	-1
CN1C(=O)[C@@H]2[C@H](C1=O)[C@@H]1C(=O)Nc3ccccc3C(=O)N1[C@@H]2c1ccc(F)cc1	-9	-3	4	1	-11	-7	1.2	0	-1.4	-1
COc1ccccc1NC(=O)c1ccccc1NC(=O)c1ccccn1	-2	-2	-3	24	-1	4	-0.5	-9	-0.9	1
Cc1cccc(C(=O)NC(C)C(=O)NC(c2nc3ccccc3[nH]2)C(C)C)c1 (stereo unspecified)	1	4	-6	6	4	12	-3.0	4	-0.8	3
NCc1cccc(-n2cccn2)c1	-3	-3	-6	-4	-2	1	-0.2	1	1.6	3
O=C(Nc1cccnc1)c1ccc(CN2CCc3ccccc3C2)cc1	-6	-2	-6	-22	-1	-3	0.6	8	2.2	-5
CCOc1ccc(-c2noc(CCCC(N)=O)n2)cc1OC	·	4	-6	8	-1	9	-1.7	-3	-0.1	3
Cc1ccccc1CN1CCN(S(=O)(=O)c2ccc(Cl)s2)CC1	0	-3	-5	-17	-3	-3	0.6	-1	-0.3	-3
O=C(O)COCC(=O)NCc1nc(-c2ccc(C(F)(F)F)cc2)no1	-6	·	2	·	·	·	·	·	0.8	0
CCCc1nnc(NC(=O)CCC(=O)Nc2ccc(F)cc2)s1	-2	3	-1	15	-8	1	-0.2	-2	0.9	-2
CCOc1ccc(C(=O)NCc2ccco2)cc1	·	-4	0	12	1	-3	0.6	4	1.1	·
CC1(C)CC(=O)C=C(Nc2ccc(Br)cn2)C1	-2	2	-4	-9	-11	9	-1.7	3	1.2	3
O=C(NNc1ccccc1Br)C(=O)n1ccc2ccccc21	-4	-1	4	-43	-14	2	-0.4	-1	-0.2	-1
CCOC(=O)c1c(CN2CCOCC2)n(-c2ccccc2)c2ccc(O)cc12	·	-2	-1	-8	-6	-2	0.5	-3	1.4	-2
COc1ccc(Cl)cc1NC(=O)CN(C)Cc1cccs1	-1	5	-6	-6	-1	-23	3.5	2	-0.3	-2
CC(=O)c1c(C)[nH]c(C(=O)Nc2nc(-c3ccccc3)c(C)s2)c1C	-8	-2	-7	2	-1	8	-1.6	-1	-0.5	-1
COc1ccc(-c2c(-c3ccc4c(c3)OCO4)c3ccccc3n2C)cc1	-8	4	3	-9	-4	-21	4.5	3	1.2	-1
COc1ccc(NC(=O)C2CCN(c3ncnc4c3nc3n4CCCCC3)CC2)c(OC)c1	·	1	-5	-10	5	12	-2.4	-1	-0.2	0
CCCOc1ccc(C(=O)NC(=S)N2CCN(c3cc4c(cc3F)c(=O)c(C(=O)O)cn4CC)CC2)cc1	-2	-2	4	-6	-6	-6	0.7	0	0.1	0
COc1ccc(N(CC(=O)NCc2ccco2)C(=O)CCC(=O)Nc2nccs2)c(OC)c1	3	-2	-2	7	2	3	-0.4	-3	-0.2	4
N/C(=N\OC(=O)c1ccc(Cl)c([N+](=O)[O-])c1)c1ccccc1	25	-2	-3	-3	-14	-29	6.3	1	3.2	0
Cc1ccc(Nc2nnc(-c3ccccc3N)o2)cc1C	-4	0	-6	1	-1	2	-0.4	4	-1.8	2
N#Cc1nc(-c2ccco2)oc1N1CCN(Cc2ccccc2)CC1	-7	-4	2	6	6	4	-0.7	-2	1.3	-2
COc1ccc(S(=O)(=O)Nc2ccc(F)c(F)c2)cc1C(=O)N1CCOCC1	0	6	-2	-5	8	11	-1.9	2	-0.5	-1
COc1ccc(C(=O)Nc2cccc3cccnc23)cc1OC	-5	-5	-2	1	1	9	-1.6	5	-0.9	-3
CCc1ccc(N2CC(C(=O)NNC(=O)c3ccc(F)cc3)CC2=O)cc1 (stereo unspecified)	-1	14	-5	-14	-2	5	-0.7	-2	-0.1	-2
COC(=O)Cc1c(O)ccn(Cc2cccc3ccccc23)c1=O	4	7	-3	-4	-8	15	-2.9	2	0.3	2
O=C(NCc1ccco1)c1nc2nc(-c3cccs3)cc(C(F)(F)F)n2n1	3	4	-1	8	-6	11	-1.9	-1	1.5	-2
COc1ccc(CC(=O)Nc2ccc(S(=O)(=O)NCC3CCCO3)cc2)cc1 (stereo unspecified)	0	-4	2	-28	-4	6	-1.1	7	-2.1	-1
O=C(NCCc1ccccc1)c1ccc([N+](=O)[O-])cc1	0	10	-5	-23	3	1	-0.2	1	0.5	5
CC(C)CN(Cc1cc(=O)oc2cc(-c3ccccc3)c(O)cc12)CC(C)C	-1	-3	-3	10	2	-105	20*	17*	-0.5	0
COc1ccccc1NS(=O)(=O)c1cccc(C(=O)N2CC(C)OC(C)C2)c1 (stereo unspecified)	·	2	-4	2	-15	9	-1.6	-1	0.8	7
CCN(CC(=O)Nc1ccc2c(c1)OCCO2)C(=O)CCc1ccc(OC)cc1	-1	-9	2	-2	-8	19	-3.9	8	0.4	4
O=C(Nc1ncc2c(n1)-c1ccccc1OC2)c1ccc(F)cc1	-2	6	-5	-1	3	-5	1.0	1	-1.0	3
Cc1cc2ccccn2c1C(=O)c1ccc(Cl)c([N+](=O)[O-])c1	·	1	-1	-5	1	-17	3.1	6	0.1	4
Cc1cnc(C)c(N2CCC(C(=O)NCc3cccs3)CC2)n1	·	8	-4	-7	-14	4	-0.7	2	0.8	0
COc1cccc(-c2noc(-c3ccc4c(c3)OCO4)n2)c1	0	-1	-1	-3	3	-22	4.6	1	-0.6	10
c1ccc(CN2CCN(c3nc(-c4ccccn4)nc4ccccc34)CC2)cc1	-1	-1	0	2	-2	6	-1.1	1	1.1	-3
Cn1nnnc1SCC(=O)c1cccs1	-5	4	-6	-23	-1	2	-0.3	5	0.4	-2
O=C1CCNc2ccc(-c3ccccc3)cc21	0	64*	24*	7	-71	4	-0.9	-2	84*	0
O=C(c1cc2c(s1)CCCC2)N1CCN(C(=O)C2CCCO2)CC1 (stereo unspecified)	-2	2	1	-6	-2	-1	0.1	5	0.0	-1
Cc1noc(C)c1COc1ccccc1C(=O)NNC(=O)c1ccc(F)cc1	-3	-4	-2	-3	-14	9	-2.2	1	0.2	4
Cc1cccc(N2CCN(S(=O)(=O)c3c(C)[nH]c(C)c3C(=O)N3CCCC3)CC2)c1C	-1	0	-5	-36	1	3	-0.6	3	0.8	0
COC(=O)c1ccccc1NC(=O)N1CCN(S(C)(=O)=O)CC1	10	7	-6	-1	-15	-2	0.3	1	1.6	-4
CCCCn1c(/C=C/c2ccco2)nc2ccccc21	-7	12	-9	17	3	9	-2.0	1	5.3	0
CCCCOC(=O)CCN1C(=O)/C(=C2\SC(=S)N(CCC(=O)OCCCC)C2=O)SC1=S	0	1	-2	-19	-1	12	-2.4	1	-0.3	-7
CCOc1ccccc1-c1cc(C(=O)N/N=C/c2ccc(O)c(OC)c2)c2ccccc2n1	-26	9	-4	8	-13	16	-3.4	6	2.7	-2
Cc1cccc(C)c1NC(=O)CN1C(=O)NC(C)(C2CC2)C1=O (stereo unspecified)	0	-1	-2	-6	2	-5	1.3	2	0.2	-1
CCc1ccccc1OCC(=O)Nc1ccc(S(N)(=O)=O)cc1	-3	-1	1	0	0	16	-3.1	0	0.8	0
COc1ccc(COC(=O)NC(C(=O)O)c2ccccc2)cc1 (stereo unspecified)	-2	-2	-4	-22	7	18	-3.9	0	1.7	5
O=C(COc1coc(CN2CCN(c3ccccc3)CC2)cc1=O)Nc1ccccc1	-1	11	-4	1	0	11	-2.1	-1	-0.9	4
O=C(O)C1CCCCC1C(=O)N1CCN(S(=O)(=O)c2ccc(F)cc2)CC1 (stereo unspecified)	1	8	-1	-10	-4	14	-2.5	3	0.0	-2
CC1C(c2ccc3c(c2)OCO3)c2cc3c(cc2OC1N1CCOCC1)OCO3 (stereo unspecified)	-3	-8	-1	-8	1	-8	1.8	2	0.0	-5
COCCCNC(=S)Nc1ccc(CC(=O)O)cc1	-3	1	-3	-15	5	7	-1.4	1	-2.2	-4
N#CC1(c2nc3ccccc3[nH]2)CC1c1ccc2c(c1)OCO2 (stereo unspecified)	0	5	3	-18	-19	-8	1.6	-2	-1.0	·
CC1CCCC(NC(=O)CSc2nnc(C(F)(F)F)n2C)C1C (stereo unspecified)	-2	4	-3	-16	-4	-1	0.3	6	0.3	6
CCOC(=O)c1cn(CC(=O)Nc2cccc(F)c2)nn1	·	-9	0	12	-8	7	-0.9	2	0.2	·
O=C(CN1CCN(S(=O)(=O)c2ccc(Cl)cc2)CC1)NC1CC1	3	-5	2	9	0	-8	1.9	-4	1.0	0
O=C(CO)N/N=C/c1ccccc1F	-2	-7	-3	8	4	-2	0.4	-1	2.0	0
Additional structures follow.
SMILES	CAL PDZ FP	RTF Ca sens act	Keap1-Nrf2 PPI	HTR5A inv ctr	Cardiac RTF inh	OPRM1-OPRD1 inv	MOR-DOR ag	HTR5A ag	C-LANA FP	V-ATPase pHluor
CC1=NN(c2ccc(C)cc2C)C(=O)C1C(c1ccccc1)C1C(=O)N(c2ccc(C)cc2C)N=C1C (stereo unspecified)	0	-2	0	-5	-22	15	-2.7	2	-1.2	3
O=C(CS(=O)(=O)Cc1ccccc1)N1CCc2ccccc2C1	-3	-1	-3	-3	-14	5	-0.8	2	0.3	2
CCOC(=O)C(Oc1ccc2c(-c3ccc(OC)cc3)cc(=O)oc2c1C)c1ccccc1 (stereo unspecified)	·	1	-7	11	-1	8	-1.6	-4	0.2	-1
FC(F)(F)c1cc(-c2cccs2)nc(-n2cc(Cl)cn2)n1	1	0	2	-27	-23	-19	3.6	0	-2.1	0
Cc1noc(C)c1NC(=O)Nc1cccc2c1O[C@H](CN(C)C(=O)Nc1ccccc1)[C@@H](C)CN([C@H](C)CO)C2=O	-9	-5	-4	9	2	6	-1.0	-1	6.2	2
O=C(CCCCCNC(=O)N1CCn2c1nc1ccccc12)N[C@H](Cc1ccccc1)C(=O)O	-1	1	-2	·	0	·	·	·	-0.1	-1
COc1ccc(-n2c(N)c(C(=O)NCC3CCCO3)c3nc4ccccc4nc32)c(OC)c1 (stereo unspecified)	-2	-2	0	-7	-2	-10	1.7	-4	-1.5	3
